# Compound activity: PubChem, The Scripps Research Institute Molecular Screening Center
# LYPLA2 inh: blocks human lysophospholipase 2, a PME1 counter-screen; AID 2177; recombinant LYPLA2, FP-Rh probe fluorescence polarization; 0.38% of 320,000 active; inhibition, % at 5.9 µM; O95372;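 active means inhibition above the screen-wide mean plus 3 SD, limit set per campaign, cut at about 26% in these data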;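 further: 0% = LYPLA2 with DMSO and 100% = wells lacking LYPLA2 enzyme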
# PREPL inhibitor: human PREPL enzyme inhibition. Q4J6C6. recombinant PREPL, fluorescence polarization activity-based probe. inhibition, % at 5.96 µM. 0.68% of 320,000 active; in the data active means inhibition above about 43%;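 further: 0% = enzyme with DMSO and 100% = wells lacking enzyme; many of its hits are not listed in these tables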
# Target sequence (Q4J6C6 whole entry, looked up): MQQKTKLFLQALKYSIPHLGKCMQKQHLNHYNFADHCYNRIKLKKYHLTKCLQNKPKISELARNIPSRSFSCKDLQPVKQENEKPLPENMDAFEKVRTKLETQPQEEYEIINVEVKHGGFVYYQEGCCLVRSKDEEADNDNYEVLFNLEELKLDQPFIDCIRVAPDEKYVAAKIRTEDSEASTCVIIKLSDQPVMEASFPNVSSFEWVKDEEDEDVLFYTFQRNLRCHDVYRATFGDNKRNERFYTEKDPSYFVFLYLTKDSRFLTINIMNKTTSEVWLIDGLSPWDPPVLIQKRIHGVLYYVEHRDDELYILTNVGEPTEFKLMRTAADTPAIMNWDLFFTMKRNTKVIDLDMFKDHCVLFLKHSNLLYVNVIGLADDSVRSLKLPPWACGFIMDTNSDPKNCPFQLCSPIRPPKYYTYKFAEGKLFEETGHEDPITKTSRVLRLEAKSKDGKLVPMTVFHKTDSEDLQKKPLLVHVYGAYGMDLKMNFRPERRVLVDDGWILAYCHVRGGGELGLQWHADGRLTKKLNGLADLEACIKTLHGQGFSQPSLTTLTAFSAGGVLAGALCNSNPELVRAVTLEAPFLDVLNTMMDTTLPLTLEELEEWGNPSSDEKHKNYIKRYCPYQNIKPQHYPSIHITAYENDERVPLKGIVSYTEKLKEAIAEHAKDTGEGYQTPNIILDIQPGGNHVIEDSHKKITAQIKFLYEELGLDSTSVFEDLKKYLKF
# PAFAH2 FP inh: PAFAH2 (human) inhibition; recombinant PAFAH2, FP-rhodamine activity probe, fluorescence polarization; Q99487; AID 492956; 0.99% of 340,000 active; inhibition, % at 3.39 µM;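 active means inhibition above the mean over all tested compounds plus 3 SD, cut at about 30% in these data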;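 further: inhibitors block probe labeling of enzyme so polarization drops; 0% = enzyme with DMSO and 100% = wells lacking PAFAH2 protein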
# PAFAH1B3 FP inh: blocks human PAF acetylhydrolase 1B catalytic subunit 3; recombinant PAFAH1B3, FP-rhodamine probe, fluorescence polarization; inhibition, % at 3.39 µM; AID 492972; 0.28% of 340,000 active;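 active means inhibition above the screen-wide average of all tested compounds plus 3 SD, cut at about 25% in these data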;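 further: 0% = enzyme with DMSO only and 100% = wells lacking PAFAH1B3 protein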
# LYPLA1 counter: blocks human lysophospholipase 1, a PME1 counter-screen | O75608 | recombinant LYPLA1, FP-Rh probe fluorescence polarization | inhibition, % at 5.9 µM | 0.16% of 320,000 active | AID 2174;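 active means inhibition above the mean of all tested compounds plus 3 SD, set per campaign, cut at about 14% in these data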;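 further: inhibitors block serine hydrolase probe labeling of LYPLA1 so polarization falls; 0% = enzyme with DMSO and 100% = wells lacking LYPLA1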
# Target sequence (O75608 whole entry, looked up): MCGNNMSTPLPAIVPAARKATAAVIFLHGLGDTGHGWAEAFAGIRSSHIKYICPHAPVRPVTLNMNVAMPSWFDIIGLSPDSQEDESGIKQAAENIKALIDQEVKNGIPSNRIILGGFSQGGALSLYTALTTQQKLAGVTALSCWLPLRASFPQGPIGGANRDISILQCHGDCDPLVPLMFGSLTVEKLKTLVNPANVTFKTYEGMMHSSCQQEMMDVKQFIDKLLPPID
# ZTA counter: ZTA (EBV) inhibition in EBNA-1 counter-screen. P03206. 0.15% of 320,000 active. ZTA-DNA binding, fluorescence polarization. inhibition, % at 11 µM; in the data active means inhibition above about 33%
# GSTO1 inh: counter-screen for RBBP9 inhibitors: inhibitors of human GSTO1 | P78417 | inhibition, % at 5.96 µM | 1.1% of 300,000 active | recombinant GSTO1, activity-based probe fluorescence polarization;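 active means inhibition above the campaign mean inhibition plus 3 SD, cut at about 35% in these data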;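 further: 0% = GSTO1-1 with DMSO and 100% = wells lacking GSTO1-1 enzyme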
# EBNA-1 inh: blocks EBNA-1 binding to DNA. 0.34% of 300,000 active. EBNA-1 DNA binding, fluorescence polarization. AID 1950. inhibition, % at 14.8 µM; in the data active means inhibition above about 28%
# PAD4 inh: inhibitors of human PAD4. Q9UM07. inhibition, % at 6.36 µM. 0.41% of 330,000 active. recombinant PAD4, RCA probe fluorescence polarization;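 active means percent inhibition above a cutoff equal to the mean of all tested compounds plus 3 SD, cut at about 15% in these data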;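 further: 0% = PAD4 with RCA probe and DMSO and 100% = probe without PAD4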
# * = called active by the depositor; / = no result given.
# A first look:
# Screens in order: LYPLA2 inh, PREPL inhibitor, PAFAH2 FP inh, PAFAH1B3 FP inh, LYPLA1 counter, ZTA counter, GSTO1 inh, EBNA-1 inh, PAD4 inh
- CCOC(=O)C1(Cc2ccc(OC)cc2)CCN(C(=O)CCn2ccc(C)n2)CC1
    2, 3, -9, 2, 0, 4, 8, 6, -2
- COc1ccc(C(=O)N2CCC(C(=O)Nc3ccccc3OC)CC2)cc1
    7, 0, 4, 6, -1, -8, 1, -17, -1
- COc1cc(CN(C(=S)NCC(=O)N2CCCC2)C2CCCC2)cc(OC)c1OC
    -4, -7, -1, 10, -4, 10, 2, 4, 4
- CC(=O)C(N=Nc1ccccc1)(Sc1nnc(-c2ccccc2)n1-c1ccccc1)C(=O)Nc1ccccc1 (stereo not drawn)
    -14, -15, -10, -5, -8, 0, -2, 4, 1
- CCOC(=O)N1CCN(C(=O)c2cc(COc3c(F)cccc3F)on2)CC1
    10, 5, -1, 2, 3, -3, 7, 1, 4
- CCOc1ccc(S(=O)(=O)Nc2ccccc2C(=O)N(C)C2CCN(C)CC2)cc1
    1, 5, -1, 4, -1, 1, /, /, 2
- COCCCNC(=O)Cc1ccccc1OC
    -4, 4, 5, 0, -1, 11, 2, 3, 3

# The whole of this part, from the start:
# Screens in order: LYPLA2 inh, PREPL inhibitor, PAFAH2 FP inh, PAFAH1B3 FP inh, LYPLA1 counter, ZTA counter, GSTO1 inh, EBNA-1 inh, PAD4 inh
- CCOC(=O)C1(Cc2ccc(OC)cc2)CCN(C(=O)CCn2ccc(C)n2)CC1
    2, 3, -9, 2, 0, 4, 8, 6, -2
- COc1ccc(C(=O)N2CCC(C(=O)Nc3ccccc3OC)CC2)cc1
    7, 0, 4, 6, -1, -8, 1, -17, -1
- COc1cc(CN(C(=S)NCC(=O)N2CCCC2)C2CCCC2)cc(OC)c1OC
    -4, -7, -1, 10, -4, 10, 2, 4, 4
- CC(=O)C(N=Nc1ccccc1)(Sc1nnc(-c2ccccc2)n1-c1ccccc1)C(=O)Nc1ccccc1 (stereo not drawn)
    -14, -15, -10, -5, -8, 0, -2, 4, 1
- CCOC(=O)N1CCN(C(=O)c2cc(COc3c(F)cccc3F)on2)CC1
    10, 5, -1, 2, 3, -3, 7, 1, 4
- CCOc1ccc(S(=O)(=O)Nc2ccccc2C(=O)N(C)C2CCN(C)CC2)cc1
    1, 5, -1, 4, -1, 1, /, /, 2
- COCCCNC(=O)Cc1ccccc1OC
    -4, 4, 5, 0, -1, 11, 2, 3, 3
- CCOC(=O)c1[nH]c2cc(OC)c(OC)cc2c1NC(=O)c1nonc1C
    0, 15, -7, 13, 1, 1, 0, -4, -3
- O=C(O)c1cccc(N2C(=O)Nc3ccccc3N2O)c1
    0, -2, -3, -3, -4, 14, -1, 1, -3
- COc1cccc(CC(NC(C)=O)C(=O)NC2CCN(c3nc(C)cc(C)c3C#N)CC2)c1OC (stereo not drawn)
    0, 0, -5, 16, 1, 13, 9, -7, -2
- CCOc1ccc(N=Nc2c(=O)[nH]n3c(=O)c4c([nH]c23)CCCC4)cc1
    2, 25, 9, 6, -1, -2, 14, -10, 4
- CCOC(=O)C1(C(=O)OCC)CC1c1ccccc1 (stereo not drawn)
    -1, 6, -3, 8, 3, 5, -4, -19, -5
- CCCCn1c(=O)c(CCC(=O)OCC(=O)NCc2ccc(OC)c(OC)c2)nc2ccccc21
    5, 2, 3, 10, -1, 0, 11, -4, 2
- CCCCNC(=O)C1CC(c2c(Cl)cccc2Cl)=NO1 (stereo not drawn)
    -3, 6, 2, 12, 0, -11, 3, 7, 3
- CC1CC(C)CN(S(=O)(=O)N2CCC(C(=O)NCCc3ccccc3)CC2)C1 (stereo not drawn)
    11, 5, 11, 5, 4, 4, -3, 19, 5
- CCc1cc(=O)oc2cc(C)cc(OCC(=O)NC3CCN(Cc4ccccc4)CC3)c12
    -4, -47, 4, -1, 3, -5, -3, -8, 2
- COC(=O)c1cccc(NS(=O)(=O)c2cccs2)c1C
    9, -1, -1, 11, 2, 5, 0, 14, 0
- Cc1cc(C)nc(/N=C(\N)Nc2ccc(S(=O)(=O)Nc3nccc(C)n3)cc2)n1
    3, 8, -1, -3, -1, 12, 17, 5, 2
- CC1CCN(S(=O)(=O)c2ccc(NC(=O)CN3CCCC3)cc2)CC1
    0, 11, -1, 4, -1, -5, 11, 7, 4
- COc1ccccc1NC(=O)c1nc[nH]c1C(=O)Nc1ccccc1OC
    -6, -8, 7, 7, -8, 8, 6, 1, 3
- Cc1cccc(N2CCN(C(=O)c3ccc(N4CCCC4=O)cc3)CC2C)c1 (stereo not drawn)
    10, 20, 4, 6, -1, -5, -1, -6, -1
- CCOc1ccccc1NC(=O)COC(=O)C(CC(C)C)N1C(=O)C2CC=CCC2C1=O (stereo not drawn)
    -4, 3, 1, 3, 1, -2, -5, -3, -2
- COc1cccc(OC)c1C(=O)Nc1cccc(-c2ccc3nncn3n2)c1
    1, 3, 7, 12, -2, 0, 8, -5, -1
- COCCCNCCCCOc1ccc(Br)cc1Cl
    -9, 5, -4, -3, 2, 1, 0, -9, -2
- COc1ccc(CC(=O)Nc2c(C(N)=O)oc3ccccc23)cc1OC
    -1, 10, 4, 3, 0, -13, -5, -18, -8
- NC(=O)CC(NC(=O)c1ccccc1)c1ccc(NCc2ccc(F)cc2)c([N+](=O)[O-])c1 (stereo not drawn)
    16, 4, -2, 11, 0, -12, 5, 9, 3
- CC(C)N(Cc1ccccc1)S(=O)(=O)c1ccc(F)cc1
    -5, -3, 6, 6, 2, -2, -4, -14, -2
- O=C(NCc1ccccc1)C1=C[C@H](c2coc3ccccc3c2=O)C[C@H](OCc2ccc(CO)cc2)O1
    -4, 11, -8, 5, -4, -13, 1, 5, 1
- COc1cccc(CNc2ccc(S(N)(=O)=O)cc2)c1OC
    4, 6, 7, 10, 2, -14, 1, 9, 0
- COC1CCN(C(=O)C2CCC(=O)N(CCc3cccc(F)c3)C2)CC1 (stereo not drawn)
    1, 2, 3, 8, -1, -7, 3, 9, -2
- Cc1nc2c(ccc3nc(NC(=O)c4ccc(S(=O)(=O)N(C)C)cc4)sc32)s1
    -6, 3, 4, 3, -4, -4, -28, -1, -3
- COc1ccc(CNC(=O)Cn2cccc2C(=O)c2ccccc2)cc1
    -1, 9, -2, 3, -1, 6, -17, 6, 4
- CCCCCNC(=O)C(C)Sc1ccc(Cl)cc1 (stereo not drawn)
    -10, 3, 4, 3, 0, 7, 3, -6, 2
- c1ccc(-c2[nH]ncc2CN2CCN(Cc3ccc4c(c3)OCO4)CC2)cc1
    1, -3, 6, 10, 2, -8, 9, 6, -4
- CC(C)=CCCC(C)CN1CCC(n2nccc2NC(=O)c2cccnc2)CC1 (stereo not drawn)
    2, 4, 0, 2, 2, -13, -6, -4, -5
- O=C(Nc1ccc2cn[nH]c2c1)c1ccc(S(=O)(=O)N2CCOCC2)cc1
    -1, 22, 2, 3, 1, -14, 7, -10, -1
- O=[N+]([O-])c1ccc(SCc2c(F)cccc2Cl)nc1
    31*, 27, 4, 3, 7, 0, -1, 3, -2
- Cc1nc(NC2=NCN(CCCN3CCOCC3)CN2)nc2c(C)cccc12
    4, 10, 4, 10, -1, -16, -2, 10, 0
- Cc1cc(C(=O)O)ccc1NCc1cccnc1
    5, 6, 1, 3, -1, -13, -3, -14, 3
- CCCCn1c(SC(C)C(N)=O)nc2cc(C(=O)OC)ccc2c1=O (stereo not drawn)
    2, -14, 2, -1, 4, -11, 4, 4, 1
- Cc1noc(C)c1S(=O)(=O)NCc1ccc(CN(C)C)cc1
    -1, 4, -5, 16, 1, 11, /, /, -6
- CC1CCCN(C(=O)c2cccc(S(=O)(=O)N3CCCC3)c2)C1 (stereo not drawn)
    -5, 1, 6, 11, -4, -8, /, /, -3
- COc1ccc(-c2nnc(SCc3ccc(C(=O)O)cc3)n2N)cc1
    2, 2, 2, 5, 0, -18, 4, 3, 2
- CC1(C)Cn2c(nnc2-c2cccc(O)c2)S1
    -2, 6, -17, 6, 1, -4, 5, 10, -2
- CCCCN(CCCC)c1cn[nH]c(=O)c1Cl
    10, 1, 3, -2, 1, 1, -4, 9, -4
- O=S(=O)(NC1CCCCCCC1)c1ccccc1F
    -1, -6, -5, 8, 2, -4, 5, 4, -3
- COC(CNC(=O)c1ccc2c(c1)nc(C)n2-c1cccc(F)c1)OC
    -5, 10, 2, 6, 1, 13, 5, 2, -2
- CCN(CC)C(=O)C1CCCN(Cc2ccccc2)C1 (stereo not drawn)
    1, -1, -2, 9, 1, -18, 4, -2, -1
- O=S(=O)(c1ccc2nnn(OCc3ccccc3)c2c1)N1CCOCC1
    8, 3, 1, 9, 6, -7, 16, -7, -1
- COC(=O)C1=C(C)NC(=S)NC1c1ccc(OCC(=O)N2CC(C)OC(C)C2)c(OC)c1 (stereo not drawn)
    1, 21, -1, 4, -1, -5, /, /, -1

# Further records:
# Screens in order: LYPLA2 inh, PREPL inhibitor, PAFAH2 FP inh, PAFAH1B3 FP inh, LYPLA1 counter, ZTA counter, GSTO1 inh, EBNA-1 inh, PAD4 inh
- Cc1ccccc1-c1nnc(SCC(=O)N(C)c2c(N)n(Cc3ccccc3)c(=O)[nH]c2=O)n1C
    5, 14, -1, 9, 3, 11, 8, 2, 3
- COc1ccccc1C1C(C#N)=C(N)Oc2cc(C)n(Cc3ccccn3)c(=O)c21 (stereo not drawn)
    5, 0, -1, 4, 0, 14, -8, 3, -4
- CCCC(=O)Nc1nn(C)c2nc3cc(C)ccc3cc12
    0, 12, /, /, 1, 2, -4, 8, -2
- CC(C)[C@H](NC(=O)[C@H](Cc1ccccc1)n1c(=O)[nH]c2ccccc2c1=O)C(=O)N1CCC[C@H]1C(=O)O
    7, 12, 9, 6, 3, -12, -5, 0, -2
- Fc1ccc(-c2cc(C(F)(F)C(F)F)[nH]n2)cc1
    -3, 0, /, /, 3, -12, 1, 10, 2
- COc1ccccc1N(CC(=O)N/N=C/c1ccc(SC)cc1)S(C)(=O)=O
    3, -4, -3, 3, -1, -9, 5, 8, -4
- CCOc1ccc(N(CC(=O)NC2CCCCC2)C(=O)CCC(=O)Nc2nccs2)cc1
    5, -2, 3, 8, 0, 13, 2, -9, -6
- CCc1ccc(NC(=S)N2CCC(NC(=O)c3ccccc3OC)CC2)cc1
    -4, -6, -2, -1, -8, 15, 1, -3, -2
- CCn1c(=O)c(CCC(=O)N2CCN(c3ccccn3)CC2)c(C)c2c(C)nn(-c3ccccc3)c21
    -2, -10, 0, 6, -1, 13, -1, -2, 1
- CC(C)N(C(=O)CSc1nnc(CSc2ncccn2)n1C)C(C)C
    2, 11, -8, 11, 1, 23, 10, 7, -5
- O=C(CCS(=O)(=O)c1ccccc1)N1CCN(c2ccc(F)cc2)CC1
    -4, 7, 10, 4, -1, 3, -1, -8, -9
- O=[N+]([O-])c1ccc(N/N=C/c2ccccc2)c(F)c1
    6, 16, 1, 4, -1, -5, -6, -12, -1

# The list is partial; count on the stated rates, not on these rows.
